Pf growth 96h: P. falciparum growth inhibition at 96 hour, primary screen for plastid delayed-death inhibitors. AID 504834. Potency, µM (titrated, usually from 28.7 µM), for inactives: at the top dose activity change, negative = inhibition, hits mostly inhibitors. P. falciparum luciferase reporter growth, 96 h. 320,000 compounds, 6.9% hits; note: potency is the fitted concentration of half-maximal effect; % is set by controls: 0 for no effect and ±100 for the full control effect
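Two-generation exposure (96 h) targets delayed-death phenotype. Reporter parasites carrying integrated firefly luciferase, in red cells at 2% hematocrit and 0.05% parasitemia final, kept at 37 C, 5% CO2; luminescence loss indicates inhibition.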
FBPA Giardia inh: Giardia lamblia aldolase inhibition; purified Giardia FBPA; A8B2U2; Potency, µM (series often up to 59.6 µM), without a hit: top-dose activity, negative = inhibition, most hits filed as inhibitors; 290,000 compounds, 0.71% hits; note: potency is the fitted concentration of half-maximal effect; % is set by controls: 0 for no effect and ±100 for the full control effect; nearly all actives have a fitted effect of over 55% in size
Target sequence (A8B2U2 whole entry, looked up): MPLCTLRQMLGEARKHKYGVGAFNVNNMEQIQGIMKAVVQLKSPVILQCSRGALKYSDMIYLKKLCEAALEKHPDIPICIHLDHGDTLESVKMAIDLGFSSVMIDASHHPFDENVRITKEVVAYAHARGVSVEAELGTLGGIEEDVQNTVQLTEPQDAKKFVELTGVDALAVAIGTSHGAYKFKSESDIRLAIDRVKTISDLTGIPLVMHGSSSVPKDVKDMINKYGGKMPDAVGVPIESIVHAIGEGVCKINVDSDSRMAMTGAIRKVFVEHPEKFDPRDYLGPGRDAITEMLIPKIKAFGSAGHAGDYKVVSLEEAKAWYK
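40 nM FBPA preincubated 10 min at RT with compound (up to 57.5 uM final), then substrate plus GAPDH/TPI/NAD/arsenate coupling and diaphorase/resazurin added. Fluorescence read after 20 min at RT, 525/598 nm.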
Pf growth 48h: P. falciparum growth inhibition at 48 hours (one generation). P. falciparum luciferase growth in erythrocytes, 48 h. Potency, µM (doses to about 28.7 µM), for the others: top-dose activity change, negative = inhibition, usual class: inhibitors. 310,000 compounds, 5.9% hits; note: potency is the fitted concentration of half-maximal effect; % is set by controls: 0 for no effect and ±100 for the full control effect
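Luciferase-expressing P. falciparum in infected erythrocytes (2% hematocrit, 0.1% parasitemia final) in RPMI 1640/0.5% Albumax were exposed to compound for 48 hours at 37 C, 5% CO2; growth read as luminescence.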
Shiga toxin inh: Shiga toxin inhibition; 290,000 compounds, 9.2% hits; AID 2315; Vero cells, Shiga toxin protein synthesis inhibition reporter; inhibition, % at 38.7 µM; in the data active = inhibition mostly above about 28%, no sharp cut-off; inactive = mostly below about 43%; note: 0% is about no effect
HCV inh: inhibitors of hepatitis C virus infection. Huh7.5.1 HCVcc-Cre infection, luciferase reporter, 44 h. Potency, µM (titrated, usually from 41.8 µM), without a hit: at the top dose activity change, negative = inhibition, hits mostly inhibitors. 340,000 compounds, 3.4% hits. AID 651820; note: potency is the fitted concentration of half-maximal effect; % is set by controls: 0 for no effect and ±100 for the full control effect
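Cells seeded at 1,000/well and cultured 4 h, then compounds added followed by HCVcc-Cre virus (~0.5 moi). After 44 h further culture, luciferase substrate was added, plates held 15 min at room temperature, and luminescence read for 15 sec.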
Cycloheximide cs: counter-screen hit for Shiga toxin inhibitors, cycloheximide | cell reporter, cycloheximide protein synthesis inhibition counterscreen | max response, % | 300,000 compounds, 12% hits | AID 2314; in the data active = max response mostly above about 13%, no sharp cut-off; inactive = mostly below about 14%; note: read at 38.3 µM for the half of the compounds with a filed dose; 0% is about no effect
* = called active by the depositor; u = inconclusive; x = no result given; + = active, no number; [ ] = dose if it differs, or a comment. Unless noted, calls come from the whole dose curve; as a rule, active = well fitted curve in the direction sought with a large enough effect; inconclusive = small, poorly fitted or top-dose-only effect, or another doubt; inactive = no such curve, though single readings can be large; an effect the other way counts as inactive or inconclusive.

Key to letters – A = Pf growth 96h; B = FBPA Giardia inh; C = Pf growth 48h; D = Shiga toxin inh; E = HCV inh; F = Cycloheximide cs
#1 CCOCCn1c(SCc2cccc(C)c2)nc2c1c(=O)[nH]c(=O)n2C
  A = u | B = -1% | C = x | D = -27 | E = 11% | F = -6
#2 Cc1c(Cc2ccccc2)c(=O)oc2cc(O)ccc12
  A = -10% | B = 25% | C = -18% | D = -9 | E = 3% | F = 0
#3 COc1ccc(CN2CCNC(=O)C2CC(=O)N(Cc2nccn2C)C(C)C)c(OC)c1 (configuration not stated)
  A = 6% | B = -9% | C = 12% | D = 8 | E = 14% | F = 6
#4 CC/C(Cc1ccccc1)=N\NC(=O)c1cc(C)oc1C
  A = -20% | B = -1% | C = 13% | D = 1 | E = 31%[activator] | F = -2
#5 Cc1ccc(NS(=O)(=O)c2ccc(Cl)s2)nc1
  A = 14% | B = x | C = 17% | D = -9 | E = 4% | F = 7
#6 CSc1ccc(CN(C)C(=O)c2ccc(S(=O)(=O)Nc3ccccc3)cc2)cc1
  A = u | B = x | C = u | D = x | E = u | F = x
#7 COc1ccc2[nH]c(=O)c(CN(C(=O)c3cccnc3)c3ccccc3C)cc2c1
  A = 1% | B = 11% | C = 1% | D = 35 | E = 8% | F = 6
#8 COc1cccc(C(=O)N(C)CC(=O)Nc2cccc3ccccc23)c1
  A = 8% | B = x | C = -2% | D = x | E = 3% | F = x
#9 CC(Sc1ccccc1)C(=O)NN=C1CCCC1 (configuration not stated)
  A = 5% | B = 5% | C = 12% | D = -4 | E = -3% | F = -4
#10 COc1ccc(Nc2cc(C)nc(N)n2)cc1
  A = u | B = -4% | C = u | D = 37* | E = -22% | F = 20*
#11 O=C(NC1CCCCC1)C(c1c(F)cccc1Cl)N(C(=O)c1csnn1)C1CC1 (configuration not stated)
  A = 16% | B = -1% | C = -8% | D = -6 | E = 12% | F = -2
#12 Cc1cc(C)nc(N/N=C/c2cccc(Cl)c2)n1
  A = 7% | B = -18% | C = 32%[activator] | D = 49 | E = -5% | F = 18*
#13 COc1ccc(NC(=O)COC(=O)c2ccc(-n3cnnn3)cc2)c([N+](=O)[O-])c1
  A = 31%[activator] | B = x | C = -5% | D = x | E = 21% | F = x
#14 CCOC(=O)CN1N=C(/C=C/c2ccc(C(C)C)cc2)CCC1=O
  A = 84%[activator] | B = -2% | C = 112%[activator] | D = 37 | E = u | F = 35*
#15 CCOC(=O)C1(Cc2cccc(OC)c2)CCCN(C(=O)c2ccccc2C)C1 (configuration not stated)
  A = -28% | B = 0% | C = 12% | D = 116* | E = -8% | F = 59*
#16 O=C(Nc1cnccn1)c1cccnc1
  A = x | B = 4% | C = 5% | D = 11 | E = 3% | F = -3
#17 COCCCNc1ncnc2c1[nH]c1ccccc12
  A = 8% | B = 19% | C = -13% | D = -9 | E = x | F = -2
#18 Clc1ccc(-c2nsc(N3CCOCC3)n2)c(Cl)c1
  A = 383%[activator] | B = 10% | C = 210%[activator] | D = 72* | E = -6% | F = 34*
#19 Cc1ccc(C2c3c(-c4ccccc4O)n[nH]c3C(=O)N2Cc2ccncc2)cc1 (configuration not stated)
  A = u | B = 5% | C = u | D = -11 | E = u | F = -5
#20 COc1cc(/C=N/NC(=O)c2sc3ccccc3c2Cl)ccc1OC(=O)c1ccc([N+](=O)[O-])cc1
  A = -1% | B = -5% | C = 2% | D = -3 | E = -2% | F = -4
#21 O=C(O)c1ccc(-n2nnnc2Oc2ccccc2C(=O)N2CCOCC2)cc1
  A = 0% | B = 2% | C = -1% | D = -9 | E = -17% | F = 12
#22 CC(C)CCC[C@@H](C)[C@H]1CC[C@H]2[C@@H]3CC=C4CC(O)CC[C@]4(C)[C@H]3CC[C@]12C (some centres not stated)
  A = x | B = 2% | C = x | D = 11 | E = x | F = 4
#23 CCOC(=O)N1CCN(C(=O)c2ccc3c(Cl)c4c(nc3c2)CCCC4)CC1
  A = u | B = x | C = -10% | D = 2 | E = -5% | F = -3
#24 CN(C)c1ccc(/C=C/C(=O)c2ccccc2)cc1[N+](=O)[O-]
  A = 9.3µM* | B = -4% | C = 106%[activator] | D = + | E = 53%[activator] | F = 62*
#25 C=CCSc1cc(C)nc2c(-c3ccccc3)cnn12
  A = -46% | B = 1% | C = 286%[activator] | D = 80* | E = u | F = 63*
#26 COc1cc2c(cc1NC(C)=O)CCCC2
  A = 35%[activator] | B = -2% | C = x | D = -6 | E = -5% | F = -2
#27 O=C1/C(=C/c2ccco2)CCC1C1CCCC1 (configuration not stated)
  A = u | B = 1% | C = 36%[activator] | D = 127* | E = 11% | F = 53*
#28 CC1CC(C)CN(CCOc2ccc(Cl)cc2Cl)C1 (configuration not stated)
  A = u | B = -13% | C = 10µM* | D = -15 | E = -28% | F = 1
#29 Cc1ccccc1C(=O)NC(=S)N(C)CCc1ccccn1
  A = -16% | B = u | C = 1% | D = -10 | E = 22% | F = 2
#30 CC12CCC(C(=O)N3CCCc4ccccc43)(CC1=O)C2(C)C (configuration not stated)
  A = -49% | B = -17% | C = -7% | D = 1 | E = u | F = -4

Entries of single compounds as entered above. Values in the order: Pf growth 96h, FBPA Giardia inh, Pf growth 48h, Shiga toxin inh, HCV inh, Cycloheximide cs
`CN(C)c1ccc(/C=C/C(=O)c2ccccc2)cc1[N+](=O)[O-]` is entered as 9.3µM*, -4%, 106%[activator], +, 53%[activator], 62*
`O=C(O)c1ccc(-n2nnnc2Oc2ccccc2C(=O)N2CCOCC2)cc1` is entered as 0%, 2%, -1%, -9, -17%, 12

Carrying on.
Key to letters – A = Pf growth 96h; B = FBPA Giardia inh; C = Pf growth 48h; D = Shiga toxin inh; E = HCV inh; F = Cycloheximide cs
#31 CC(=O)NC1C(=O)N=C(SCC(=O)Nc2cccc(Cl)c2)NC1=O (configuration not stated)
  A = u | B = 1% | C = 17% | D = 11 | E = 8% | F = 2
#32 CN(Cc1nc2ccccc2c(=O)[nH]1)CC(O)COCc1ccco1 (configuration not stated)
  A = 6.6µM* | B = 14% | C = -7% | D = -2 | E = 4% | F = 17
#33 O=C(CCNS(=O)(=O)c1cccc(C(F)(F)F)c1)NC1CC1
  A = -15% | B = x | C = -19% | D = x | E = 10% | F = x
#34 CCOC(=O)c1cnc2c(ccc3ccccc32)c1NCCO
  A = u | B = -28% | C = 14% | D = 38* | E = 11µM* | F = 12
#35 Cc1ccc(C(NC(=O)N2CCCCC2)=C(Cl)Cl)cc1F
  A = 2% | B = 3% | C = -11% | D = -7 | E = u | F = 1
#36 O=C(Cc1cccs1)NCCc1ccc(F)cc1
  A = 0% | B = 4% | C = 0% | D = 12 | E = 1% | F = -2
#37 Cc1nc2ccccc2c(=O)n1Cc1ccco1
  A = -29% | B = 5% | C = 16% | D = -9 | E = u | F = 0
#38 NS(=O)(=O)c1ccc(NC(=S)NC(=O)/C=C/c2ccco2)cc1
  A = u | B = -17% | C = 23% | D = -13 | E = 2% | F = 1
#39 CCCCC(=O)Nc1nc(C)c(-c2csc(Nc3ccc(Cl)cc3)n2)s1
  A = 3.3µM* | B = -6% | C = 4.7µM* | D = 4 | E = 8.9µM* | F = 13
#40 CN(C)C(=O)CC12CC3CC(C1)CC(CC(=O)N(C)C)(C3)C2
  A = 2% | B = 3% | C = -2% | D = -17 | E = 11% | F = 2
#41 O=C(N/C(=C/c1cccc([N+](=O)[O-])c1)C(=O)N1CCOCC1)c1ccc(Br)cc1
  A = -29% | B = 11% | C = u | D = -2 | E = -23% | F = 4
#42 CC1CCCCN1C(=O)COC(=O)c1n[nH]c2ccccc12 (configuration not stated)
  A = 183%[activator] | B = 0% | C = x | D = 57 | E = -6% | F = 58*
#43 Cc1cccc(C)c1N1CCN(c2cc(Cl)nc(N)n2)CC1
  A = 0% | B = 7% | C = -13%[0.00184 µM] | D = -1 | E = 0% | F = -1
#44 CCOC(=O)c1c(NC(C)=O)sc2c1CCCNC2=O
  A = -2% | B = 2% | C = u | D = -16 | E = -17% | F = 23
#45 O=C(COC(=O)c1cc(S(=O)(=O)N2CCOCC2)ccc1Cl)NC1CC1
  A = u | B = x | C = -24% | D = x | E = -1% | F = x
#46 O=C(Oc1ccc(=O)n(-c2ccccc2)n1)c1ccc(F)cc1
  A = -9% | B = 0% | C = 13% | D = -2 | E = 7% | F = -5
#47 Cn1c(CNC(=O)c2ccccc2F)nnc1SCc1ccc(F)cc1
  A = -17% | B = 1% | C = 0% | D = -7 | E = 0% | F = 7
#48 CC(C)C(NC(=O)c1ccccc1)C(=O)NC1CCCc2ccccc21 (configuration not stated)
  A = u | B = x | C = u | D = x | E = 13% | F = x
#49 CCN(C(=O)CN1C(=O)/C(=C/c2ccccc2)SC1=S)C1CCS(=O)(=O)C1 (configuration not stated)
  A = -16% | B = 0% | C = 0% | D = 9 | E = -1% | F = 22
#50 Cc1ccc(S(N)(=O)=O)cc1NC(=O)C1CC2CCC1C2 (configuration not stated)
  A = 7% | B = 2% | C = 8% | D = -12 | E = 18% | F = -2
#51 CC1CCCCC1NC(=S)NC(=O)c1cccs1 (configuration not stated)
  A = u | B = -7% | C = u | D = 3 | E = -8% | F = 7
#52 Cc1c(C(=O)NCc2ccc(F)cc2)c(-c2ccccc2)nn1-c1ccccc1
  A = 5.9µM* | B = -2% | C = x | D = -6 | E = -12% | F = -4
#53 O=C(N/N=C/c1c(O)n(CCc2ccccc2)c(=O)[nH]c1=O)c1ccccc1O
  A = -11% | B = u | C = 1% | D = 29 | E = u | F = 24*
#54 NC(=O)/C=C/C(=O)Nc1ccc(Cl)cc1
  A = 22% | B = 4% | C = 8% | D = -5 | E = -13% | F = -1
#55 Cc1nn2c(NCCCN3CCOCC3)c3c(nc2c1-c1ccccc1)CCC3
  A = -28% | B = -2% | C = u | D = -7 | E = u | F = -2
#56 CCCCNc1nc(CC)c2c(c1C#N)CCCC2
  A = -24% | B = 0% | C = x | D = 2 | E = 3% | F = 6
#57 CCCCOC(=O)C1=C(C)NC(=O)NC1c1cc2c(cc1Br)OCO2 (configuration not stated)
  A = 1% | B = -6% | C = -17% | D = -6 | E = -2% | F = -2

Entries shown so far with an NH in an aromatic ring:
Key to letters – A = Pf growth 96h; B = FBPA Giardia inh; C = Pf growth 48h; D = Shiga toxin inh; E = HCV inh; F = Cycloheximide cs
#1 CCOCCn1c(SCc2cccc(C)c2)nc2c1c(=O)[nH]c(=O)n2C
  A = u | B = -1% | C = x | D = -27 | E = 11% | F = -6
#7 COc1ccc2[nH]c(=O)c(CN(C(=O)c3cccnc3)c3ccccc3C)cc2c1
  A = 1% | B = 11% | C = 1% | D = 35 | E = 8% | F = 6
#17 COCCCNc1ncnc2c1[nH]c1ccccc12
  A = 8% | B = 19% | C = -13% | D = -9 | E = x | F = -2
#19 Cc1ccc(C2c3c(-c4ccccc4O)n[nH]c3C(=O)N2Cc2ccncc2)cc1 (configuration not stated)
  A = u | B = 5% | C = u | D = -11 | E = u | F = -5
#32 CN(Cc1nc2ccccc2c(=O)[nH]1)CC(O)COCc1ccco1 (configuration not stated)
  A = 6.6µM* | B = 14% | C = -7% | D = -2 | E = 4% | F = 17
#42 CC1CCCCN1C(=O)COC(=O)c1n[nH]c2ccccc12 (configuration not stated)
  A = 183%[activator] | B = 0% | C = x | D = 57 | E = -6% | F = 58*
#53 O=C(N/N=C/c1c(O)n(CCc2ccccc2)c(=O)[nH]c1=O)c1ccccc1O
  A = -11% | B = u | C = 1% | D = 29 | E = u | F = 24*

Compound activity deposited in PubChem BioAssay by National Center for Advancing Translational Sciences (NCATS).
